# CXXC DNA block: inhibitors of human MLL CXXC domain-DNA interaction; AID 2662; hit rate 0.037% among 290,000; Q03164; Potency, µM (doses to about 115 µM), without a hit: at the top dose activity change, negative = inhibition, most hits filed as inhibitors; MLL-CXXC / FITC-HOXA9 DNA fluorescence polarization; active = well fitted inhibition curve with a large enough effect in the polarisation, with a control signal flat, not every such curve was filed as active; inconclusive = small, poorly fitted or top-dose-only effect, or effect the other way, or a change in a side signal; inactive = no such curve, though single readings can be large or run the other way; the % refers to the polarisation; note: potency is the fitted concentration of half-maximal effect
#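 Purified MLL-CXXC (added from a 7 uM solution) was preincubated 5 min at ambient with pinned compounds in 50 mM Tris-HCl pH 7.5, 50 mM NaCl, 1 mM DTT, 0.05% BSA. Fluorescein-labeled HOX-A9 DNA (50 nM solution) followed, 30 min, then polarization read.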
# GALK inhibitor: blocks human galactokinase activity | P51570 | hit rate 0.007% among 270,000 | Purified GALK, Kinase-Glo residual ATP luminescence | AID 1868 | Potency, µM (series often up to 57.5 µM), for inactives: at the top dose activity change, negative = inhibition, usual class: inhibitors; note: potency is the fitted concentration of half-maximal effect; % is set by controls: 0 for no effect and ±100 for the full control effect
# Target sequence (P51570 whole entry, looked up): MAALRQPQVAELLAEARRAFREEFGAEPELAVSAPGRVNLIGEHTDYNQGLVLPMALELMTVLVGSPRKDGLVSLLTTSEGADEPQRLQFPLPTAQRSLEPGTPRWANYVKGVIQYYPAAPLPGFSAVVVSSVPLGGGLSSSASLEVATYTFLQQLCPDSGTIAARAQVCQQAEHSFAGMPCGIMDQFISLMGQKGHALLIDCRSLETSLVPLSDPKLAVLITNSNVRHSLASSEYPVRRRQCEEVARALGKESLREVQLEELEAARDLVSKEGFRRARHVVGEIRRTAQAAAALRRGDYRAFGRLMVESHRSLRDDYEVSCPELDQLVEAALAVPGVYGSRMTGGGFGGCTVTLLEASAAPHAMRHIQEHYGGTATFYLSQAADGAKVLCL
#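 The enzyme phosphorylates galactose (100 uM) using ATP (35 uM); inhibition is detected as higher residual ATP, quantified by bioluminescence after 1 h reaction at room temperature, pH 8.0.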
# TSHR antagonist: human thyrotropin receptor antagonism | P16473 | TSHR-expressing cells, TSH-stimulated cAMP HTRF, 2 h; active compounds read low | activity change, negative = inhibition, % at 11.5 µM | hit rate 0.2% among 330,000;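 active = activity change below a set negative limit, meaning inhibition stronger than a set level, cut at about -70% in these data; inconclusive = activity change between two set negative limits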; note: % is set by controls: 0 for no effect and ±100 for the full control effect
#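 Competitive HTRF cAMP read-out (cryptate anti-cAMP antibody, cAMP-d2; 30 min, room temperature) in freshly harvested TSHR cells. Compounds added before TSH at EC80 (4nM final), followed by 2 hours' incubation at 37 deg C.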
# Chronic BCR inh: inhibitors of chronic active B-cell receptor signaling; ABC-DLBCL IkBa-CBG/CBR reporter, luminescence ratio, 4 h; Potency, µM (highest dose often 46.1 µM), for inactives: at the highest dose ratio change, negative = lower green/red ratio, actives largely listed as inhibitors; hit rate 0.05% among 340,000; AID 493014; active = well fitted inhibition curve with a large enough effect in the signal ratio, with a control signal flat, not every such curve was filed as active; inconclusive = small, poorly fitted or top-dose-only effect, or effect the other way, or a change in a side signal; the % refers to the signal ratio;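 note: potency is the fitted concentration of half-maximal effect; plate controls were basal doxycycline-induced cells for no effect and cells given 10 µM MG132 for full effect; MG132 reads +100%, hits lower the ratio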
#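 TMD8 ABC-DLBCL cells carrying doxycycline-inducible green luciferase fused to IkappaBalpha plus unfused red luciferase were exposed to compounds (up to 46 uM) for 4 hrs at 37C. Activity came from the overlap-corrected green/red luminescence ratio.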
# AT treatment: potential ataxia-telangiectasia treatment; hit rate 0.19% among 320,000; […] A-T fibroblasts, KAP-1 phosphorylation AlphaLISA; neocarzinostatin DNA damage 30 min before lysis; AID 485349; Potency, µM (series often up to 57.5 µM), for the others: top-dose activation, hits mostly activators; note: potency is the fitted concentration of half-maximal effect; % of control where 0% means no effect; nearly all actives have a fitted effect of over 45% in size
#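 ATM-like activity read as KAP-1 phosphorylation via AlphaLISA donor/acceptor antibody pairs after lysis and 6 hr at 25C. Cells were ATM-null patient fibroblasts ([…], hTERT), dosed 60 min, then exposed to the DSB inducer NCS for 30 min.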
# hERG WT inh: inhibitors of human wildtype KCNH2 potassium channel; Q12809; U2OS, BacMam KCNH2, thallium flux FluxOr; active compounds read low; activity change, % at 1.84 µM; hit rate 0.37% among 340,000; AID 720551;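 active = maximum activity change below -70%; inconclusive = maximum activity change between -70% and -50%; inactive = maximum activity change above -50%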; note: % is set by controls: 0 for no effect and ±100 for the full control effect
#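 U2OS cells transduced with wild-type KCNH2 virus are loaded with FluxOr dye for 45 min, and thallium flux is measured in kinetic reads before and after stimulation buffer. Rate constants are normalized to DMSO controls.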
# TCR act: activators of T cell receptors; 330,000 tested, under 10 active; primary human leukocytes, anti-CD3, IL-2 HTRF, 48 h; Potency, µM (doses to about 9.22 µM), for inactives: at the highest dose activation of IL-2 secretion, usual class: activators; note: % of control where 0% means no effect
#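 48 hr co-incubation of compounds, a-CD3 beads and primary human leukocytes; IL-2 quantified homogeneously by HTRF with anti-IL-2 K and d2 conjugates.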
# Coupling enz: inhibits coupling enzyme system, counter-screen for aldolase hits. AID 2472. coupling enzyme system counterscreen, AmpLite Red fluorescence. hit rate 0.67% among 290,000. activity change, negative = inhibition, % at 58.2 µM, hits read low; in the data active = activity change below about -30%; note: % is set by controls: 0 for no effect and ±100 for the full control effect
#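 Counterscreen of the coupled detection system alone, without aldolase: glyceraldehyde-3-phosphate coupling enzymes plus AmpLite Red readout. Compounds at 57.5 uM final, 10 min RT preincubation, 20 min RT reaction, fluorescence 525/598 nm.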
# Giardia kill: kills Giardia lamblia | AID 540267 | Giardia lamblia trophozoite viability | hit rate 0.15% among 340,000 | activity change, % at 7.66 µM, hits read low; in the data active = activity change below about -80%; inconclusive = between about -30% and that limit;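 note: parasites exposed to compound for two days anaerobically before the ATP read; % is set by controls: 0 for no effect and ±100 for the full control effect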
#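 Each well holds 100 Giardia trophozoites and compound. After two days (48 hrs) at 37 deg C in anaerobic conditions, ATP is quantified by luminescence.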
# Tb PFK inh: inhibitors of T. brucei phosphofructokinase; Potency, µM (titrated, usually from 57.5 µM), without a hit: at the highest dose activity, negative = inhibition, hits mostly inhibitors; hit rate 0.17% among 330,000; O15648; T. brucei PFK, ADP-Glo luminescence;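 note: potency is the fitted concentration of half-maximal effect; 0% = uninhibited 1x PFK enzyme wells and -100% = no-enzyme wells; nearly all actives have a fitted effect of over 60% in size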
# Target sequence (O15648 whole entry, looked up): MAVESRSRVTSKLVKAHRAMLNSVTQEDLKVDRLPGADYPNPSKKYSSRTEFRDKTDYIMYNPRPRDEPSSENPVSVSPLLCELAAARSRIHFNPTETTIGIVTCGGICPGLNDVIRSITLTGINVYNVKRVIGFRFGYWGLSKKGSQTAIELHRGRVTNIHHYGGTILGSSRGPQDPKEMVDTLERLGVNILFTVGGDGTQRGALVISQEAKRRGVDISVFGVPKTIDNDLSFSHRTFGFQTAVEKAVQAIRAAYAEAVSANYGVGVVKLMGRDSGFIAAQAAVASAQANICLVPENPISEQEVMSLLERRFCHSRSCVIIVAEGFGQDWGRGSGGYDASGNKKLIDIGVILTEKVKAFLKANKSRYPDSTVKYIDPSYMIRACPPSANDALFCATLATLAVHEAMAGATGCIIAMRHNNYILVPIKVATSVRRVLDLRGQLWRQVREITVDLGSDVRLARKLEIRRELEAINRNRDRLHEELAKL
#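 Activity is normalized to no-enzyme wells (full inhibition) and 1.25 nM enzyme wells (no inhibition). Reaction: 0.5 mM F6P, 0.1 mM ATP, 45 min RT, ADP-Glo luminescence; concentration-response curves fitted and classed by quality.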
# * hit, by the source's call; ? = inconclusive; / = no result given; [ ] = another dose, or the depositor's remark. Unless noted, calls come from the whole dose curve; as a rule, active = well fitted curve in the direction sought with a large enough effect; inconclusive = small, poorly fitted or top-dose-only effect, or another doubt; inactive = no such curve, though single readings can be large; an effect the other way counts as inactive or inconclusive.
SMILES,CXXC DNA block,GALK inhibitor,TSHR antagonist,Chronic BCR inh,AT treatment,hERG WT inh,TCR act,Coupling enz,Giardia kill,Tb PFK inh
O=C(c1ccco1)N1CCN(C(=O)C2CCCN(S(=O)(=O)c3cccc4nsnc34)C2)CC1 (configuration not stated),0%,-1%,-6,?,2%,-1,8%,1,5,1%
O=C(c1cccc(Cl)c1)N1CCCC(c2ccc(Cl)cc2)=N1,-5%,-2%,-7,?,21%,0,1%,0,-2,-3%
COc1ccc(C2(O)CCN(CCCCOc3ccccc3)CC2)cc1,15%,-2%,-7,?,5%,63,2%,-5,-9,2%
COc1ccc(C(=O)N2CCCC(Nc3ccc(C)c(C)c3)C2)cc1 (configuration not stated),-4%,-5%,-13,0%,-2%,-3,-2%,/,-8,0%
CNC(=O)CSc1nc2cc(S(=O)(=O)Nc3ccccc3OC)ccc2o1,11%,1%,7,?,0%,2,4%,0,31[activator],1%
O=C(CCC(=O)N(c1ccccc1)C(C(=O)NC1CCCC1)c1ccncc1)Nc1cccnc1 (configuration not stated),-5%,-3%,-7,1%,7%,-5,0%,-5,-4,0%
COc1ccc(-c2nn(-c3ccccc3)cc2C(=O)Nc2nc(CC(C)=O)ns2)cc1,-7%,-1%,4,-24%,-1%,11,5%,1,-10,0%
Cc1cccc(N(Cc2ccccc2)C(=O)CN2C(=O)NC3(CCCC3)C2=O)c1,/,/,16,0%,-3%,-19,3%,/,13,-9%
O=C(N/N=C/C(Br)=C/c1ccccc1)c1cc(-c2ccco2)[nH]n1,58%[activator],2%,0,?,10%,-1,1%,0,-6,-1%
Cc1nc2c(n1C1CCCCC1)C(=O)c1ccccc1C2=O,-6%,1%,-9,?,2%,1,-19%,/,-22,1%
Cc1ccc(-n2ncc3c(=O)n(CC(=O)N(C(C)C)C(C)C)cnc32)cc1,-1%,5%,-6,1%,-1%,-16,/,1,-13,-2%
CC1CCN(C(=O)CN2C(=O)C(=O)c3ccccc32)CC1,-8%,2%,8,6%,3%,3,-2%,-8,-18,3%
Cc1ccc(OCCN2CCN(C)CC2)c([N+](=O)[O-])c1,1%,2%,5,1%,1%,-6,-1%[46.1 µM],2,-22,-1%
O=c1cc(CO)oc(C(Nc2cccc([N+](=O)[O-])c2)c2ccccn2)c1O (configuration not stated),16%,/,0,2%,4%,-6,1%,4,5,-8%
CCOC(=O)N1CCN(C/C(Cl)=C/c2ccccc2)CC1,-10%,1%,1,0%,-1%,-11,/,1,-10,0%
CCn1c(NC(=O)c2cccc(Cn3cc(Cl)cn3)c2)nc2ccccc21,-3%,-2%,-4,1%,-1%,-10,-4%[46.1 µM],0,-23,-3%
CCCCOC(=O)C1=C(C)NC(=O)NC1c1ccc([N+](=O)[O-])s1 (configuration not stated),0%,1%,4,-7%,9%,-1,3%[46.1 µM],-2,8,-6%
C=CC[N+]1(CC(=O)NCc2ccc(NC(C)=O)cc2)CCOCC1,-7%,-2%,1,?,-9%,4,-6%,-1,-2,-5%
O=c1ccc2cc(S(=O)(=O)N3CCN(c4ccccc4)CC3)ccc2o1,9%,1%,5,7%,12%,4,6%,-1,?,-4%
CC(=O)Nc1nc2ccccc2n1CCOc1ccccc1Cl,18%,2%,-1,?,5%,-6,/,-2,6,-7%
Cn1cc(S(=O)(=O)N2CCCC2)cc1C(=O)NCCc1ccccc1,/,/,-1,3%,-3%,-7,4%,-2,1,1%
Cc1nc(SCc2nc3c(F)cccc3[nH]2)c2oc3ccccc3c2n1,/,/,10,?,-4%,/,1%,/,35[activator],0%
O=C1CC(C(=O)Nc2ccccc2C(=O)O)C(c2ccccc2)O1 (configuration not stated),2%,2%,-14,14%,4%,-13,5%,3,-13,0%
CCSc1ccccc1C(=O)NCc1ccc(S(N)(=O)=O)cc1,1%,-2%,-7,3%,2%,-2,3%,2,23,0%
O=C(c1ccco1)N1CCN(Cc2cccc3ccccc23)CC1,20%,4%,-6,1%,13%,31,-2%,-1,5,0%
# New compounds follow.
SMILES,CXXC DNA block,GALK inhibitor,TSHR antagonist,Chronic BCR inh,AT treatment,hERG WT inh,TCR act,Coupling enz,Giardia kill,Tb PFK inh
COC(=O)c1ccc(NC(=O)C(=O)c2cn(CC(=O)N3CCOCC3)c3ccccc23)cc1,-4%,-2%,-10,?,4%,0,2%,/,27,-3%
Cc1ccc(S(=O)(=O)N(C)C)cc1NC(=O)COC(=O)c1ccc(Cl)cc1,7%,8%,-3,-1%,6%,1,3%,4,-10,-4%
Cn1cnc([N+](=O)[O-])c1NCc1ccccc1,3%,3%,5,0%,-9%,-2,4%,2,6,0%
CCC(C)NC(=O)c1ccccc1NC(=O)c1ccccc1N(C)S(C)(=O)=O (configuration not stated),-4%,-2%,-16,-5%,-4%,31,4%[46.1 µM],0,10,-3%
O=C(Cn1nnc2ccccc21)OCC(=O)c1ccc(F)cc1,?,0%,-7,3%,0%,10,1%,-1,-22,-4%
COCCCNC(=O)c1cccc(C(=O)NCCCOC)c1,1%,2%,-2,4%,-1%,0,/,3,-8,2%
Cc1ncc([N+](=O)[O-])n1CCOC(=O)c1ccccc1,-1%,-2%,7,-9%,6%,-1,2%[46.1 µM],4,-100*,5%
Cc1cccc(C)c1NC(=O)CCCn1nc(C)c2c(C)n(-c3ccccc3)nc2c1=O,6%,-3%,-2,0%,-6%,4,2%,/,54[activator],-5%
COc1cc(OC)c(/C=N/NC(=O)c2ccncc2)cc1Br,6%,-1%,-4,19%,-1%,1,0%,3,22,-6%
O=C(Nc1nc2ccc(S(=O)(=O)N3CCCC3)cc2s1)C1CCCCC1,10%,3%,-13,?,0%,-14,4%,2,14,-9%
N#Cc1ccccc1OCC(=O)OCC(=O)c1c[nH]c2ccccc12,/,/,6,1%,2%,-17,6%,/,0,0%
CC(=O)NC(CC(=O)Nc1ccc(S(=O)(=O)Nc2nccs2)cc1)c1ccccc1 (configuration not stated),/,/,4,-2%,-1%,8,0%,/,6,-3%
O=C(CSc1nc2c(oc3ccccc32)c(=O)n1CC1CCCO1)NCc1ccccc1 (configuration not stated),/,/,-8,2%,1%,-5,-4%,/,0,25%
CCc1nc(SCC(=O)Nc2nc3c(s2)CCCC3)c2ccccc2n1,1%,/,-12,-4%,8%,2,2%,-7,-13,-2%
O=C(CCc1nnc(Cc2ccc3c(c2)OCO3)o1)N(CC1CCC1)CC1CCCO1 (configuration not stated),-3%,4%,6,?,-2%,-1,0%,4,-25,-3%
Cc1nn(C)c(Cl)c1/C=C/C(=O)O,0%,1%,31,-12%,3%,-4,-1%,0,0,-22%
COc1cccc(NC(=O)N2CCCc3ccccc32)c1,0%,0%,-15,?,5%,-4,-4%,-3,-5,4%

# Nothing new here: eleven of the compounds above.
SMILES,CXXC DNA block,GALK inhibitor,TSHR antagonist,Chronic BCR inh,AT treatment,hERG WT inh,TCR act,Coupling enz,Giardia kill,Tb PFK inh
Cc1ncc([N+](=O)[O-])n1CCOC(=O)c1ccccc1,-1%,-2%,7,-9%,6%,-1,2%[46.1 µM],4,-100*,5%
Cc1cccc(C)c1NC(=O)CCCn1nc(C)c2c(C)n(-c3ccccc3)nc2c1=O,6%,-3%,-2,0%,-6%,4,2%,/,54[activator],-5%
COc1cc(OC)c(/C=N/NC(=O)c2ccncc2)cc1Br,6%,-1%,-4,19%,-1%,1,0%,3,22,-6%
O=C(Nc1nc2ccc(S(=O)(=O)N3CCCC3)cc2s1)C1CCCCC1,10%,3%,-13,?,0%,-14,4%,2,14,-9%
N#Cc1ccccc1OCC(=O)OCC(=O)c1c[nH]c2ccccc12,/,/,6,1%,2%,-17,6%,/,0,0%
CC(=O)NC(CC(=O)Nc1ccc(S(=O)(=O)Nc2nccs2)cc1)c1ccccc1 (configuration not stated),/,/,4,-2%,-1%,8,0%,/,6,-3%
O=C(CSc1nc2c(oc3ccccc32)c(=O)n1CC1CCCO1)NCc1ccccc1 (configuration not stated),/,/,-8,2%,1%,-5,-4%,/,0,25%
CCc1nc(SCC(=O)Nc2nc3c(s2)CCCC3)c2ccccc2n1,1%,/,-12,-4%,8%,2,2%,-7,-13,-2%
O=C(CCc1nnc(Cc2ccc3c(c2)OCO3)o1)N(CC1CCC1)CC1CCCO1 (configuration not stated),-3%,4%,6,?,-2%,-1,0%,4,-25,-3%
Cc1nn(C)c(Cl)c1/C=C/C(=O)O,0%,1%,31,-12%,3%,-4,-1%,0,0,-22%
COc1cccc(NC(=O)N2CCCc3ccccc32)c1,0%,0%,-15,?,5%,-4,-4%,-3,-5,4%
